# Assay outcomes deposited in PubChem by several laboratories.
# MRP1 act: MRP-1 activation; H69AR cells + doxorubicin, viability rescue, CellTiter-Glo; viability increase, % at 10 µM; hit rate 0.61% among 140,000; AID 799;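 active = viability gain under doxorubicin at or above a set limit, the compound median plus 3 SD, cut at about 4.7% in these data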;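 note: MRP-1 overexpressing cells given doxorubicin 25 µM after compound pretreatment; 18-22 h compound pretreatment then 72 h with doxorubicin before readout; 0% = doxorubicin-only wells and 100% = vehicle-treated cells without doxorubicin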
# NPY Y2 blocker: antagonists of human neuropeptide Y receptor Y2; P49146; inhibition, % at 2.7 µM; NPY-Y2 expressing cells, antagonist mode; hit rate 0.99% among 140,000; AID 793; in the data active = inhibition above about 17%;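 note: 0% = vehicle with agonist challenge and 100% = reference antagonist with challenge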
# Target sequence (P49146 whole entry, looked up): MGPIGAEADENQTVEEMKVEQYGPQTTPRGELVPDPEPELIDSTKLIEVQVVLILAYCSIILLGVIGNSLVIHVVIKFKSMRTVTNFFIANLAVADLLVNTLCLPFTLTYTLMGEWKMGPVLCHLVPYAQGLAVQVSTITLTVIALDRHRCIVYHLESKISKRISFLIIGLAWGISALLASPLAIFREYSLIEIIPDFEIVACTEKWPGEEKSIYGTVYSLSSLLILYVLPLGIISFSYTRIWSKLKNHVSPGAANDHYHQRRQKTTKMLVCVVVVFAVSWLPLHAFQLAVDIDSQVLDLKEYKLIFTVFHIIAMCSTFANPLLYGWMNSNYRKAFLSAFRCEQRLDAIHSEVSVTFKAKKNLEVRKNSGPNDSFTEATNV
# Measles CPE: protection of cells from measles virus; Measles virus-infected cells, CPE protection, absorbance; protection (pct of control), % at 4 µM; hit rate 1.5% among 140,000; in the data active = protection mostly above about 24%, no sharp cut-off; inactive = mostly below about 26%; note: some compounds called inactive have numbers as strong as hits
# bCat KO growth: beta-catenin-lacking colon tumor cell growth suppression; HCT116 beta-catenin knockout viability, CellTiter-Glo, 60 h; stronger effect = lower value; viability, % at 10 µM; hit rate 1.5% among 140,000; AID 818;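 active = viability at or under a set limit, the compound median less 4 SD, cut at about 6% in these data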;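 note: 0% = Hyamine 1622 control at 20 µM and 100% = untreated cell control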
# PTEN del growth: PTEN-deleted cell growth suppression; HCT116 PTEN-null viability, CellTiter-Glo, 60 h; stronger effect = lower value; viability, % at 10 µM; hit rate 1.2% among 140,000;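 active = viability at or below a set limit, 4 SD under the median of all tested compounds, cut at about 3.7% in these data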;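 note: PTEN knockout HCT116 line with beta catenin targeted HCT116 as companion control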
# Yeast growth inh: yeast BB579 growth reduction in restrictive medium; S. cerevisiae BB579 growth, OD615, 48 h; inhibition, % at 10 µM; hit rate 0.51% among 140,000;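 active = inhibition above a set limit, 3 SD over the mean compound inhibition, cut at about 44% in these data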; note: inactives centre near -24
#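 Test system: S. cerevisiae DeaD strain BB579 yeast; Medium: restrictive CSMM-D medium; Compound: one dose, 10 µM compound with 0.25% DMSO; Incubation: 4 h cell preincubation, 48 h compound exposure, 30 °C humidified; Signal: OD at 615 nm; Benchmarks: amphotericin B at 10 µg/mL as positive control.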
# GALR2 antag: antagonists of human galanin receptor 2 (GALR2) | O43603 | GALR2-expressing cells, antagonist mode | inhibition, % at 4 µM | hit rate 0.39% among 140,000; in the data active = inhibition above about 27%;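 note: cells stimulated with galanin 1-16 at roughly its EC80; 0% = agonist challenge control and 100% = basal control without agonist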
# Target sequence (O43603 whole entry, looked up): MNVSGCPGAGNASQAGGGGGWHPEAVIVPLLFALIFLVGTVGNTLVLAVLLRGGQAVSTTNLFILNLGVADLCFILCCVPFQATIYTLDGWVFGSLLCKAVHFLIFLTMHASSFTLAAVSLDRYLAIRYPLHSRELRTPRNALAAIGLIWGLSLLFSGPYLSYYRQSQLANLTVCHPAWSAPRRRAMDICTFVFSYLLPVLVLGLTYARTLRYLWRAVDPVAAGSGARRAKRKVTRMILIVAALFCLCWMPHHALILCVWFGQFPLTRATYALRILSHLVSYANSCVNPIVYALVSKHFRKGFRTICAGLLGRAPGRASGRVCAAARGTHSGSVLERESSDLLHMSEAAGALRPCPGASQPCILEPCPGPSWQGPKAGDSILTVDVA
# Phagocytosis inh: blocks phagocytosis by macrophages; J774A.1 macrophage IgG-bead phagocytosis, imaging; inhibition, % at 5 µM; hit rate 0.07% among 110,000; AID 1029;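 active = inhibition above the mean of the plate negative controls plus 5 SD, cut at about 13% in these data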;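 note: phagocytic index as fraction of beads internalized from green versus red external bead signal; plate controls were DMSO negative control for no effect and cytochalasin-D positive control for full effect; some results beyond the cut were filed as inactive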
# E-sel TNF inh: TNF alpha driven E-selectin expression inhibition; HUVEC TNFa-induced E-selectin immunofluorescence, high content; inhibition, % at 2 µM; hit rate 0.71% among 120,000;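 active = inhibition above the batch mean plus 3 SD, and confirmed as a hit on visual image review, cut at about 43% in these data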;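 note: 0% = TNF-stimulated DMSO wells and 100% = unstimulated control wells; not every result past the cut was called active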
# Yeast life ext: extends the lifespan of yeast; S. cerevisiae growth with nicotinamide, OD615; deaD strain in restrictive glucose medium; inhibition of the nicotinamide effect, % at 10 µM; hit rate 0.68% among 130,000; AID 775;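 active = inhibition above a set limit, placed 3 SD over the median of all compounds, cut at about 26% in these data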;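 note: 0% = nicotinamide-treated wells and 100% = cells grown without nicotinamide; some compounds called inactive have numbers as strong as hits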
#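 assay system = DeaD-strain S. cerevisiae | buffer or medium = restrictive glucose medium | reagent = 1.5 mM nicotinamide | compound = 10 µM single point, 0.25% DMSO | incubation = 48 h compound exposure at 30 °C, humidified | signal = OD615 measurement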
# Numbers without * were called inactive; nt = no result given.
SMILES,MRP1 act,NPY Y2 blocker,Measles CPE,bCat KO growth,PTEN del growth,Yeast growth inh,GALR2 antag,Phagocytosis inh,E-sel TNF inh,Yeast life ext
CC1CCN(C(=O)CC2C(=O)Nc3c2c(=O)n(C)c(=O)n3Cc2ccccc2)CC1 (stereo not given),-0.3,-1,2,104,103,-30,15,0,-2,-6
Cc1ccc(NC(=O)CS(=O)CC(=O)Nc2ccc(N3CCOCC3)cc2)cc1Cl (stereo not given),-0.6,-3,5,101,101,-36,-2,0,5,-4
COc1ccc(-c2nc3c4c(ncn3n2)-c2ccccc2CC42CCCC2)cc1,-1.2,2,1,74,66,-24,-1,-8,nt,5
COc1ccc(C(=O)NC(=S)NCc2ccccc2)cc1,-5.8,7,3,94,92,-38,5,-2,4,-26
COc1ccc(C(=O)n2nc(-c3ccco3)nc2SC)cc1OC,-0.1,2,9,104,108,-42,-9,0,2,2
CCCOc1ccc(C(C(=O)OCCN(CC)CC)c2ccccc2)cc1 (stereo not given),-0.2,12,14,100,110,1,4,-2,13,-26
Cc1ccc(C)c(NC(=O)c2cc3ccccn3n2)c1,-2.7,3,8,92,94,24,10,-1,nt,-14
Cc1ccc(NC(C(N)=O)c2c(C)[nH]c(=O)[nH]c2=O)cc1 (stereo not given),0.3,2,12,102,104,1,10,-3,16,-9
COC(=O)[C@H](Cc1ccccc1)NC(=O)O[C@@H]1C(=O)c2cc(Br)ccc2O[C@H]1c1cccc(OC)c1,-0.9,-1,6,85,89,-38,6,nt,nt,5
Cc1ccc(S(=O)(=O)CCc2nnc(N)s2)cc1C,-0.9,6,5,97,97,-41,-10,nt,16,nt
Cc1nn(-c2ccccc2)c(N2CCCC2)c1/C=C1\N=C(c2ccc(OC(C)C)cc2)OC1=O,0.1,1,2,79,89,-31,-12,-6,-11,1
COc1ccc(NS(=O)(=O)c2ccc(C)c(NC(=O)c3ccc(C)c(S(=O)(=O)N4CCOCC4)c3)c2)cc1,-0.2,0,20,90,87,-25,-14,-9,nt,0
NC(=O)CSc1nnc(-c2ccc(S(=O)(=O)N3CCCC3)cc2)o1,0.5,1,5,91,95,11,-9,nt,-9,nt
CCOC(=O)c1c(-c2ccc(C)o2)csc1NC(=S)NC(=O)c1cccs1,-3.2,-1,7,61,64,-14,5,nt,nt,0
Cc1cc(NC(=O)c2cccc(C(=O)Nc3cc(C)on3)n2)no1,-3.5,1,26,73,70,-49,-3,0,-6,-23
Cc1ccc2cc(C)c3nnc(SCC(=O)c4cccs4)n3c2c1C,-2.8,8,7,87,80,-61,16,0,nt,-5
CCn1cc(C=O)c2cc(S(=O)(=O)N3CCOCC3)ccc21,-1.8,4,8,97,88,-33,-1,-2,-1,0
COc1ccc(C2(CNC(C)=O)CCOCC2)cc1OC,0.1,2,5,103,105,-43,-6,0,nt,-6
CC(C)Sc1nc(O)c(Cc2ccccc2)c(=O)[nH]1,-0.6,0,15,101,106,-56,-4,-1,-2,8
N#CC1=C(N)OC2=C(CC/C2=C\c2ccccc2)C1c1ccccc1 (stereo not given),-5.4,2,2,14,11,-30,4,nt,26,5
CCOC(=O)CN(C(=O)CCC(=O)Nc1cc(C)on1)C(C(=O)NC1CCCC1)c1cccnc1 (stereo not given),-0.7,1,32,101,92,-20,12,nt,1,-10
CCc1ccc(N(C(=O)c2snc(C(N)=O)c2N)C(C(=O)NCCC(C)C)c2c[nH]c3ccccc23)cc1 (stereo not given),-2.4,0,6,61,47,-29,-15,nt,23,-4
CCOc1ccc(NC(=O)NC2CCOC(C)(C)C2)cc1 (stereo not given),-0.5,0,41,93,97,-31,-8,1,12,-4
COCCNC(=O)C(c1ccc(F)cc1)N(CCOC)C(=O)CCC(=O)Nc1nccs1 (stereo not given),-0.9,-4,8,90,91,-17,1,-1,nt,-13
CN(c1ccccc1C(=O)NC1CC2CCC1C2)S(=O)(=O)c1ccccc1 (stereo not given),-1.5,2,15,101,95,-29,5,1,nt,3
COc1ccc(CCNC(=O)c2cc(-c3ccccc3OC)on2)cc1OC,-2.7,10,45*,103,98,-22,8,-1,8,-2
Cn1c(CN2CCN(C(=O)c3ccccc3Cl)CC2)nc2cc([N+](=O)[O-])ccc21,-1.9,0,7,94,87,-22,-3,-7,nt,5
O=C(CSc1nc2c(c(=O)n1-c1ccc(Cl)cc1)SCC2)N1CCCC1,-1.9,6,16,86,83,6,8,7,-2,-22
COC(=O)c1ccc(C2C(C(=O)Nc3ccc(C)cc3C)=C(C)Nc3ncnn32)cc1 (stereo not given),-2.7,nt,6,87,91,-18,nt,0,nt,-8
COc1ccc2cc(C(c3nnnn3C3CCCC3)N3CCc4ccccc4C3)c(=O)[nH]c2c1 (stereo not given),-1.6,5,11,75,82,-52,-2,0,5,-2
COc1ccc(OC)c(NC(=O)Cn2c(=O)oc3ccccc32)c1,-2.9,3,10,93,105,-12,12,0,6,-5
COc1c(Br)cc(Br)cc1C(=O)O,-2.2,5,0,97,91,5,-8,-1,0,-2
COc1ccc(-c2ccc(C#N)c(SCC(=O)Nc3sc4c(c3C#N)CCC4)n2)cc1OC,-5.7,4,5,49,62,-5,-12,0,-2,8
C/C(=C\C(=O)O)CC(=O)O,-1.3,2,20,103,104,4,-9,-1,-45,-6
C=CCn1c(N)c(C(=O)N2CCOCC2)sc1=S,-2.8,-2,5,93,110,-3,5,-1,-32,-8
COC(=O)[C@@H]1C(c2c(OC)cc(OC)cc2OC)=NO[C@H]1C(=O)OC,-2.3,-1,20,87,100,-35,-10,-2,nt,4

# Ordered by heavy-atom count (descending): 14 of the compounds above
SMILES,MRP1 act,NPY Y2 blocker,Measles CPE,bCat KO growth,PTEN del growth,Yeast growth inh,GALR2 antag,Phagocytosis inh,E-sel TNF inh,Yeast life ext
CCc1ccc(N(C(=O)c2snc(C(N)=O)c2N)C(C(=O)NCCC(C)C)c2c[nH]c3ccccc23)cc1 (stereo not given),-2.4,0,6,61,47,-29,-15,nt,23,-4
COC(=O)[C@H](Cc1ccccc1)NC(=O)O[C@@H]1C(=O)c2cc(Br)ccc2O[C@H]1c1cccc(OC)c1,-0.9,-1,6,85,89,-38,6,nt,nt,5
COc1ccc2cc(C(c3nnnn3C3CCCC3)N3CCc4ccccc4C3)c(=O)[nH]c2c1 (stereo not given),-1.6,5,11,75,82,-52,-2,0,5,-2
COC(=O)c1ccc(C2C(C(=O)Nc3ccc(C)cc3C)=C(C)Nc3ncnn32)cc1 (stereo not given),-2.7,nt,6,87,91,-18,nt,0,nt,-8
COc1ccc(-c2nc3c4c(ncn3n2)-c2ccccc2CC42CCCC2)cc1,-1.2,2,1,74,66,-24,-1,-8,nt,5
CN(c1ccccc1C(=O)NC1CC2CCC1C2)S(=O)(=O)c1ccccc1 (stereo not given),-1.5,2,15,101,95,-29,5,1,nt,3
O=C(CSc1nc2c(c(=O)n1-c1ccc(Cl)cc1)SCC2)N1CCCC1,-1.9,6,16,86,83,6,8,7,-2,-22
COC(=O)[C@@H]1C(c2c(OC)cc(OC)cc2OC)=NO[C@H]1C(=O)OC,-2.3,-1,20,87,100,-35,-10,-2,nt,4
NC(=O)CSc1nnc(-c2ccc(S(=O)(=O)N3CCCC3)cc2)o1,0.5,1,5,91,95,11,-9,nt,-9,nt
CCn1cc(C=O)c2cc(S(=O)(=O)N3CCOCC3)ccc21,-1.8,4,8,97,88,-33,-1,-2,-1,0
CCOc1ccc(NC(=O)NC2CCOC(C)(C)C2)cc1 (stereo not given),-0.5,0,41,93,97,-31,-8,1,12,-4
CC(C)Sc1nc(O)c(Cc2ccccc2)c(=O)[nH]1,-0.6,0,15,101,106,-56,-4,-1,-2,8
C=CCn1c(N)c(C(=O)N2CCOCC2)sc1=S,-2.8,-2,5,93,110,-3,5,-1,-32,-8
C/C(=C\C(=O)O)CC(=O)O,-1.3,2,20,103,104,4,-9,-1,-45,-6

# (listing goes on)
SMILES,MRP1 act,NPY Y2 blocker,Measles CPE,bCat KO growth,PTEN del growth,Yeast growth inh,GALR2 antag,Phagocytosis inh,E-sel TNF inh,Yeast life ext
Cc1ccc(S(=O)(=O)N2CCCCC2)cc1NC(=O)Cc1c[nH]c2ccccc12,-2.1,3,6,83,86,-20,20,-5,nt,10
COc1ccc(CCCNC(=O)CC#N)cc1OC,-0.7,1,6,96,107,-9,-1,0,nt,-2
CC(C)C(NC(=O)c1ccc(C(C)(C)C)cc1)C(=O)O (stereo not given),-1.9,3,4,107,93,-8,1,-2,14,55
Cc1nnc(SCC(=O)NC2CCCc3ccccc32)n1-c1ccccc1 (stereo not given),-1.8,2,4,95,99,-54,0,-4,-5,6
CN(CC(=O)Nc1ccc(Cl)cc1)S(=O)(=O)c1cccc2cccnc12,-0.1,3,4,74,77,-2,-14,nt,10,-14
O=C(c1ccco1)N1CCn2c1nc1ccccc12,-1.7,1,20,87,93,-7,5,nt,2,-5
COc1ccc(C(=O)/C=C/Nc2c(C)n(C)n(-c3ccccc3)c2=O)cc1OC,-4.5,-1,4,90,86,-20,5,-1,3,5
CCOCC(O)CS(=O)(=O)c1ccccn1 (stereo not given),-2.9,-1,10,105,100,-35,-1,0,5,-25
Cc1cc(Cl)c(S(=O)(=O)N2CCN(c3cccc(C)c3C)CC2)cc1OCC(N)=O,0.6,-2,3,58,68,-69,-9,-1,13,2
COCCCNC(=S)N1CCN(S(C)(=O)=O)CC1,-0.7,2,17,106,95,-39,16,2,nt,7
O=C(Nc1ccc(Cl)cc1)Nc1ccccc1C(=O)NCc1ccco1,0.0,0,38*,73,89,-37,14,0,13,-9
CC(=O)c1cccc(N/C=C\C(=O)c2ccc(C)cc2)c1,-0.2,4,10,83,83,-34,0,-2,nt,0
Cc1ccc2nc(-c3cccc(N)c3)[nH]c2c1,-3.4,2,8,60,66,-4,9,nt,-30,nt
COc1cc(NS(=O)(=O)c2cccc3nsnc23)cc(OC)c1,-0.2,2,10,101,106,-52,-7,nt,-10,-14
O=C(NCc1ccccc1)c1cc(-c2ccncc2)nc2ccc(S(=O)(=O)N3CCOCC3)cc12,-1.0,1,2,74,98,-18,-4,-2,-7,3
c1ccc(-c2cnc(SCCN3CCOCC3)n2CC2CCCO2)cc1 (stereo not given),-3.5,3,6,89,83,-22,1,nt,10,nt
N#C/C(=C\c1cn(-c2ccccc2)nc1-c1ccccc1)S(=O)(=O)c1ccccc1,-3.8,0,2,98,95,-8,7,-3,-1,0
CO/N=C/CC(=O)Nc1ccc(F)cc1F,-0.3,2,5,95,104,-4,-4,-1,1,-5
CCc1nnc(NC(=O)Cc2ccc(OC)cc2)s1,0.4,-2,19,89,97,4,7,2,-1,-6
CC(=O)Cc1nsc(NC(=O)c2csc3c2CCCC3)n1,0.6,6,3,95,104,-2,-5,-3,27,-5
